High-throughput results (PubChem)
DENV2 CPE rescue: inhibitors of DENV2 cytopathic effect; DENV2-infected cells, cytopathic effect rescue, plate reader; CPE inhibition, % at 9.99 µM; hit rate 1.7% among 350,000; in the data active = CPE inhibition above about 20%, passing the limit was not always enough; inconclusive = no clear call, values can overlap the other calls; tested in BHK-21 cells;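 also: 0% = median of neutral control wells and 100% = median of positive control wells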
SIRT5 inh: sirtuin-5 (human) deacylase inhibition; Q9NXA8; Purified SirT5, succinyl-peptide AMC, trypsin-coupled fluorescence; inhibition, % at 15 µM; hit rate 1.1% among 330,000; AID 652115; in the data active = inhibition above about 15%; inconclusive = no clear call, values can overlap the other calls
Target sequence (Q9NXA8 whole entry, looked up): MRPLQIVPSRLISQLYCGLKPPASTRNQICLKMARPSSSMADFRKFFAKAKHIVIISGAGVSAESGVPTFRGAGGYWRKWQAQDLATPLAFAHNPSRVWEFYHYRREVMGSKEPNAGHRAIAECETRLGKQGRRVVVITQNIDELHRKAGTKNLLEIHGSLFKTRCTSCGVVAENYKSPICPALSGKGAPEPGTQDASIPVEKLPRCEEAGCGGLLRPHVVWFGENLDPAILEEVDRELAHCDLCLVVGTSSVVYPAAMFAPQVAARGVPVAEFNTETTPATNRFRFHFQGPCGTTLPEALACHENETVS
ERp5 block: ERp5 (human) disulfide isomerase inhibition | Q15084 | ERp5 insulin aggregation, absorbance 650 nm, 90 min | inhibition, % at 9.99 µM | hit rate 0.05% among 350,000 | AID 651711;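 active = mean replicate inhibition above about 25%, with every replicate also reaching it, limit read from the data, passing the limit was not always enough; inconclusive = only one of those two criteria met; inactive = neither criterion met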
Statin myotox sup: suppression of simvastatin myotoxicity | C2C12 myotubes + simvastatin, ATP luminescence, 48 h; scaled: DMSO 0, geranylgeraniol control 100 | rescue of ATP level, % at 7.49 µM | hit rate 0.78% among 330,000;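 active = mean ATP rescue above about 67%, or every replicate alone reaching that limit, limit read from the data, passing the limit was not always enough; inconclusive = no clear call, values can overlap the other calls; inactive = mean under the limit and some replicate under it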;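 also: myotubes were challenged with 10 µM simvastatin during compound exposure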
PglD DTNB: inhibitors of Campylobacter jejuni PglD acetyltransferase; purified PglD enzyme, DTNB colorimetric CoA detection; inhibition, % at 12.5 µM; AID 602405; hit rate 0.098% among 360,000; in the data active = inhibition above about 16%, passing the limit was not always enough; inconclusive = no clear call, values can overlap the other calls; also: strong numbers were not always called active
E-selectin induc: induces E-selectin expression in human endothelial cells. P16581. HUVEC E-selectin immunofluorescence imaging; normalized: neutral wells 0, TNF-alpha wells 100. hit rate 0.37% among 260,000. activation, % at 7.58 µM;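 active = mean E-selectin-positive cell signal at least 10% of the positive control, reached in at least 60% of replicates, without over 20% cell loss; inconclusive = no rule given, readout overlaps actives, possibly toxicity-flagged; inactive = the rest, including those meeting only one limit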;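 also: in these data hits start at about 27%; measured in HUVEC primary endothelial cells; signal is the percent of cells scored E-selectin positive by PE staining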
Target sequence (P16581 whole entry, looked up): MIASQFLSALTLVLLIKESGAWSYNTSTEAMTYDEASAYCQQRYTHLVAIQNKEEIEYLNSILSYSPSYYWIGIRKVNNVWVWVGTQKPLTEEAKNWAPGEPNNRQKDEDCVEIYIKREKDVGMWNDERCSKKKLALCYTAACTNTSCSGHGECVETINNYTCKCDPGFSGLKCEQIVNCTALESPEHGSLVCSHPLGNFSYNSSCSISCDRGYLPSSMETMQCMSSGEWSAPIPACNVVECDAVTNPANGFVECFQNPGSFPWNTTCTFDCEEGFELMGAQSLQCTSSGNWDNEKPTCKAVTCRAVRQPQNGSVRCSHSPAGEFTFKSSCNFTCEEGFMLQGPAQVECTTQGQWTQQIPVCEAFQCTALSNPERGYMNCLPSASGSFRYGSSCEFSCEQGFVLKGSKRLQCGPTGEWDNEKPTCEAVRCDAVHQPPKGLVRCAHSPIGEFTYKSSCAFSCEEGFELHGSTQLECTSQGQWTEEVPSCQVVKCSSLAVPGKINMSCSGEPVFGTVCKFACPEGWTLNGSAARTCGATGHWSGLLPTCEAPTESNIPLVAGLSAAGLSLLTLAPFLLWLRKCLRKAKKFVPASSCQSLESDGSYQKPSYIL
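Assay system: HUVEC primary endothelial cells. Input: 3,000 HUVEC seeded per well. Doses: one compound dose added by pin transfer. Read-out basis: % PE-positive cells. Benchmarks: TNF-alpha high, DMSO low. Detection: immunofluorescence imaging. Buffer or medium: EGM-2, gelatin.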
S100A4 MyoIIA: inhibitors of human S100A4 binding to myosin IIA peptide. P26447. S100A4/TAMRA-MyoIIA peptide fluorescence polarization. inhibition, % at 10.7 µM. hit rate 0.14% among 360,000;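 active = mean inhibition of at least 70% across replicates, with every replicate also reaching that level; inconclusive = mean inhibition reaches 70% but some replicates fall short; inactive = mean inhibition below 70%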
Target sequence (P26447 whole entry, looked up): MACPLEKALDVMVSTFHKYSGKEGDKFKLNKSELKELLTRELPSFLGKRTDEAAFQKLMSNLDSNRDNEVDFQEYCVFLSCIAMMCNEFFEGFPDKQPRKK
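Assay system: human S100A4 monomer with TAMRA-labelled myosin IIA peptide / Buffer or medium: Calcium-containing HEPES buffer, pH 7.2 / Reagent: TAMRA-labelled myosin IIA heavy-chain peptide probe, 5 nM / Compound: one dose per compound / Timing: polarization read 5 min after assay mix addition, stable 5–60 min / Benchmarks: neutral control DMSO, positive control TFP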
An asterisk follows results filed as active; u = inconclusive; x = no result given; & = joins results of further samples. An excerpt; count on the stated rates, not on these rows.

SMILES | DENV2 CPE rescue | SIRT5 inh | ERp5 block | Statin myotox sup | PglD DTNB | E-selectin induc | S100A4 MyoIIA
C[C@@H]1CN([C@H](C)CO)C(=O)c2cc(NC(=O)Nc3cccc4ccccc34)ccc2O[C@@H]1CN(C)Cc1ccc(C(F)(F)F)cc1 | 4.5 | -1.6 | -6.8 | x | 2.0 | 0.3 | -8.1
COc1ccc(CCNC(=O)c2ccc(S(=O)(=O)N3CCCCC3)cc2)cc1 | -7.5 | -1.5 | -3.2 | 4.0 | 2.1 | x | 1.7
Cc1cc(OCC(=O)OCC(=O)NCc2cccs2)ccc1Cl | 9.7 | -1.6 | 4.6 | 5.9 | 5.6 | x | 1.4
Oc1cc(O)cc(/C=C/c2ccc(O)c(O)c2)c1 | 8.7 | -3.9 | 5.5 | -8.2 | 0.3 | 1.5 | -10.3
COC(=O)C1=C(C)N(Cc2cccnc2)C(=O)/C1=C\c1sccc1C | -1.7 | 1.6 | 8.6 | -8.2 | 3.2 | x | -4.8
Cc1noc(C)c1NC(=O)N(C)C[C@@H]1OCCCC[C@@H](C)Oc2ccc(N(C)C)cc2C(=O)N([C@@H](C)CO)C[C@@H]1C | -6.8 | 12.9 | -3.1 | -2.4 | 1.2 | 0.0 | -22.1
CCCCc1c(C)nc2ccc(OC)cc2c1SCCC(=O)O | -2.3 | 1.3 | -1.6 | x | 2.8 | -0.1 | 2.5
Cc1ccc(S(=O)(=O)Nc2c(NC3CCCCC3)c3ccccc3oc2=O)cc1 | 1.5 | -2.6 | 0.3 | -19.2 | 2.5 | x | -0.6
O=C1OC(c2cccs2)Sc2ccccc21 (centres undefined) | -14.1 | x | -8.8 | x | x | 0.4 | -7.6
O=C(COC(=O)Cc1ccc(Br)cc1)NCc1ccccc1 | -9.9 | x | 2.9 | 37.6 | -7.6 | 0.5 | -0.4
COc1cc(/C=N/O)ccc1OCc1ccc([N+](=O)[O-])cc1 | 2.6 | -3.5 | -8.1 | x | x | x | 3.0
CC(C)CC#Cc1ccc2c(c1)O[C@@H](CN(C)Cc1ccncc1)[C@@H](C)CN([C@@H](C)CO)S2(=O)=O | -0.2 | 9.6 | -6.0 | -16.5 | -0.9 | 0.6 | 5.2
Cc1cc(F)ccc1NC(=O)Cn1c(C)csc1=O | 5.6 | 3.2 | x | 1.5 | -0.2 | -0.8 | -0.8
O=C(Nc1ccc2c(c1)[C@H]1C[C@@H](CC(=O)N3CCc4ccccc4C3)O[C@H](CO)[C@H]1O2)c1cccnc1 | 1.2 | -1.9 | -10.3 | -1.7 | -0.4 | 0.5 | -6.8
CC1CCCN(CCCOc2ccccc2-c2ccccc2)C1 (centres undefined) | x | 3.3 | -0.3 | x | x | 7.6 | -1.5
Cc1ccc(/C([O-])=C(/C(=S)Nc2ccc(SC(F)F)cc2)[n+]2ccccc2)cc1[N+](=O)[O-] | 0.3 | 1.2 | -2.2 | x | x | 0.2 | -0.4
CC(C)c1[nH]nc2c1C(c1cccc(C(F)(F)F)c1)N(Cc1ccccc1)C2=O (centres undefined) | -2.9 | x | -5.0 | x | x | -0.4 | 13.5
CC(=O)c1ccc(N2CCN(CC(=O)NCc3ccccc3)CC2)cc1 | -1.6 | -0.2 | 1.1 | -1.0 | 7.9 | 0.5 | -8.0
CC1(C)Cc2c(sc(/N=C/N3CCCCC3)c2C#N)C(C)(C)N1 | -8.1 | -0.8 | 2.5 | -15.4 | -4.1 | x | -13.0
CCCNC(=O)N1CC2(C1)[C@H](c1ccccc1)[C@H](CO)N2C(=O)C1CCCCC1 | 65.1* | -2.2 | -4.9 | x | x | 0.0 | -2.8
CCNC(=O)COC(=O)c1cc(-c2ccco2)nc2ccccc12 | 2.2 | -23.7 | -0.5 | 15.8 | -5.6 | x | 2.7
CCCc1cc(=O)[nH]c(SCC(=O)c2c(N)n(CC(C)C)c(=O)n(C)c2=O)n1 | u | -9.6 | -1.8 | 4.8 | 3.9 | x | -70.8
COc1cccc2sc(N(CCCN(C)C)C(=O)c3ccc(S(=O)(=O)N4CCc5ccccc5C4)cc3)nc12 | 6.0 | 1.0 | 2.7 | x | 4.0 | -0.1 | -0.9
Cc1ccc(Nc2ncnc3ccccc23)cc1 | 12.1 | x | -2.9 | 1.4 | -1.3 | x | -5.6
CC(C)n1nnnc1SCC(=O)Nc1ccc2c(c1)OCCO2 | -3.4 | -1.6 | 2.3 | x | x | 1.0 | 1.7
CO[C@H]1CN(C)C(=O)c2ccc(NS(=O)(=O)c3ccc(C)cc3)cc2OC[C@H](C)N(C)C[C@H]1C | -3.9 | -1.9 | 1.0 | -8.1 | -1.8 | 0.1 | 0.8
COc1ccccc1NC(=O)N1CCCCN2[C@H](CO)[C@@H](c3ccc(C#CC4CCCC4)cc3)[C@H]2C1 | 0.1 | 8.4 | 2.8 | -1.6 | 0.5 | -0.8 | -9.1
C=CCc1cc(C)ccc1OCCOCCn1ccnc1 | 10.1 | x | -1.3 | x | x | x | 0.5
CCOC(=O)C1(CC2CC2)CCN(Cc2cnc(N(C)C)s2)CC1 | -4.1 | -2.6 | 21.0 | -6.0 | 4.4 | x | 0.3
Nc1ncnc2c1ncn2[C@@H]1O[C@H](CNCc2ccccc2OCc2ccc(Cl)cc2Cl)[C@@H](O)[C@H]1O | 5.4 | -4.7 | -3.2 | -1.4 | -5.5 | 0.6 | 3.4
CO[C@@H]1CN(C)C(=O)c2ccc(NS(=O)(=O)c3ccccc3)cc2OC[C@H](C)N(Cc2cccnc2)C[C@@H]1C | -8.1 | 8.3 | -2.2 | -2.5 | -1.0 | -0.1 | 11.0
O=C(NCc1ccccc1)[C@H]1[C@H](CO)[C@H]2Cn3c(ccc(-c4cccc(F)c4)c3=O)[C@@H]1N2 | 7.3 | -44.4 | -2.6 | 25.5 | 5.3 | -0.5 | 3.9
COC(=O)[C@@]12C[C@@H](CC(=O)NCC3CCCCC3)C(=O)N(Cc3ccc4c(c3)OCO4)C1=CCC(C)(C)C2 | -11.4 | x | 0.5 | x | x | -0.3 | -1.8
COc1ccc(NC(=O)COc2coc(CN3CCCc4ccccc43)cc2=O)cc1 | -2.2 | 2.2 | 0.4 | -2.5 | 6.8 | x | 1.0
CC(C)OC(=O)CCC(=O)Nc1nc2ccccc2s1 | x | -3.1 | 4.2 | -9.0 | 6.1 | x | -1.4
COc1ccc(C2CC(c3ccccc3)=NN2C(=O)COC(=O)COc2ccccc2)cc1 (centres undefined) | 1.3 | -8.6 | 1.5 | x | x | 14.7 | -8.8
Cc1ccc(NC(=O)c2ccc(=O)[nH]n2)cc1S(=O)(=O)Nc1ccc(SC(F)F)cc1 | 2.3 | -0.9 | -1.7 | -8.8 | 2.7 | -0.3 | -9.3
C/C(=N\NC(=O)COc1ccc(C#N)cc1)c1ccc(N2CCOCC2)cc1 | 0.8 | -1.1 | 2.8 | 4.1 | x | x | 4.7
COC(c1ccccc1)c1nnc(CCC(=O)N(C)Cc2cccc(-n3cccn3)c2)o1 (centres undefined) | 2.3 | -4.1 | 4.4 | 37.1 | -5.5 | -0.1 | -3.0
CCCCC[C@@H]1C=C(C(=O)O)[C@H](c2ccc(F)cc2)N1S(=O)(=O)c1ccc(C)cc1 | -11.4 | -3.4 | 3.1 | 4.9 | -3.5 | -0.1 | -0.4
O=S(=O)(c1ccccc1)N1CCCCN2[C@H](CO)[C@@H](c3ccc(C#CC4CCCC4)cc3)[C@@H]2C1 | 11.0 | 2.4 | -0.3 | -0.3 | 2.0 | 0.1 | -0.5
O=C(NCc1cccc(F)c1)[C@@H]1[C@@H](CO)[C@@H]2Cn3c(ccc(-c4ccccc4)c3=O)[C@H]1N2CC1CC1 | 1.1 | -5.2 | -0.3 | -4.1 | -1.6 | -0.3 | -1.3
COc1cccc(N2CCN(c3ccc4nnc(CCC(=O)Nc5ccccn5)n4n3)CC2)c1 | -4.6 | -5.0 | -1.1 | -6.7 | -4.8 | x | -1.9
Cc1cccc(C)c1-n1nnnc1C(c1ccnc2ccccc12)N1CCN(CCN(C)C)CC1 (centres undefined) | 11.9 | -7.8 | 1.0 | x | x | -0.6 | -3.1
O=C(Nc1ccc(Br)cc1)C1CC(c2c(F)cccc2Cl)=NO1 (centres undefined) | -4.5 | -2.9 | 1.8 | -1.8 | 0.7 | 0.0 | 0.6
CC(=O)Nc1ccc(NC(=O)COC(=O)[C@@H](NC(=O)c2ccc(F)cc2)C(C)C)cc1 | 2.3 | -2.5 | 2.2 | x | x | x | -14.7
O=C(C[C@@H]1C=C[C@H](NS(=O)(=O)c2cccc(F)c2)[C@H](CO)O1)NCc1ccc2c(c1)OCO2 | -1.3 | 2.8 | 1.4 | 2.8 | -2.7 | -0.4 | 41.0
C[C@H](CO)N1C[C@H](C)[C@@H](CN(C)Cc2ccc(F)cc2)Oc2ncc(Br)cc2C1=O | -5.3&-2.8 | -3.9&2.6 | -4.1&2.7 | 0.2&-6.0 | -0.6&1.0 | 1.4 | -2.5&0.8
Cc1cc(C)cc(NS(=O)(=O)c2cc3[nH]c(=O)c(=O)[nH]c3cc2C)c1 | 2.5 | -1.5 | 9.0 | 8.2 | 2.9 | 0.0 | 6.1
Cc1cc(N/N=C/c2ccccc2)nc(N)n1 | 0.9 | 3.4 | 3.3 | x | 1.0 | x | -1.0
O=C(NC1CCN(Cc2ccccc2)CC1)C1CCN(S(=O)(=O)c2cccc3cccnc23)CC1 | 17.1 | x | 5.0 | 4.5 | -2.9 | x | -5.0
Cn1cnc(S(=O)(=O)N2C[C@H](O)COC[C@H]3O[C@@H](CC(=O)NC4CCC4)CC[C@@H]32)c1 | -2.9 | 2.2 | -0.8 | 10.1 | -3.2 | -0.1 | 0.4
C[C@H](CO)N1C[C@H](C)[C@H](CN(C)S(=O)(=O)c2ccccc2)Oc2ccc(NC(=O)Nc3ccc(F)cc3)cc2C1=O | u | -0.7 | -9.6 | -47.6 | -1.8 | -0.1 | -8.2
COCCNC(=S)Nc1ccccn1 | -1.6 | 0.1 | -3.3 | x | x | -0.4 | 5.8
C/C(=N\NC(=O)c1cccnc1)c1cccc([N+](=O)[O-])c1 | 6.7 | -1.9 | -2.4 | x | x | 6.1 | 0.8
C[C@@H]1CN([C@H](C)CO)C(=O)c2cc(NC(=O)c3ccncc3)ccc2O[C@H]1CN(C)CC1CCCCC1 | 4.5 | 14.8 | 0.8 | 7.3 | 1.0 | -0.1 | -6.6
Cc1cc(-c2ccc(C)c(S(=O)(=O)NCC3CCN(Cc4ccc(F)cc4)CC3)c2)on1 | u | 0.1 | 0.1 | -7.2 | 4.4 | x | -3.2
O=C(O)C[C@@H]1C[C@@H]2c3cc(NC(=O)CC4CC4)ccc3O[C@@H]2[C@@H](CO)O1 | -3.4 | 1.5 | 4.5 | -5.3 | -2.8 | -0.2 | -17.8
CCNC(=O)CN(Cc1ccccc1)S(=O)(=O)c1ccccc1 | x | -4.7 | -1.3 | -1.1 | 5.5 | x | -3.8
CC(=O)N1[C@@H](CO)[C@@H](c2ccccc2)[C@@H]1CN(C)C(=O)CN1CCOCC1 | -0.4 | -1.7 | -0.4 | 15.3 | -0.3 | 0.4 | 1.4
